Bioassay records: PubChem, several laboratories
C-LANA FP – inhibitors of KSHV C-LANA binding to DNA, primary screen, biochemical, fluorescence polarization, FAM-LBS DNA, MBP-C-LANA, single point. 0.078% of 340,000 active. Kaposi's sarcoma herpesvirus LANA C-terminal domain (residues 932-1162) DNA binding. AID 504423, 2011. inhibition, % at 9 µM;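 active means highest replicate inhibition at or above 60% at 9 µM, even if other replicates fall short; inactive means all replicates below 60% inhibition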;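 further: 0% = neutral control wells and 100% = 4 µM acridine orange control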
HTR5A ag – HTR5A agonists in luminescence cell assay, primary screen, counter-screen for OPRM1-OPRD1 heterodimer agonist project, full-deck HTS | 5-hydroxytryptamine receptor 5A (Homo sapiens), P47898 | activation, % at 9.3 µM | AID 504692, 2011 | cell-based | 0.61% of 340,000 active; in the data active means activation mostly above about 9.5%, no sharp cut-off; inactive means mostly below about 7.6%;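 further: 0% = cells with vehicle only and 100% = reference agonist; strong numbers were not always called active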
Target sequence (P47898 whole entry, looked up): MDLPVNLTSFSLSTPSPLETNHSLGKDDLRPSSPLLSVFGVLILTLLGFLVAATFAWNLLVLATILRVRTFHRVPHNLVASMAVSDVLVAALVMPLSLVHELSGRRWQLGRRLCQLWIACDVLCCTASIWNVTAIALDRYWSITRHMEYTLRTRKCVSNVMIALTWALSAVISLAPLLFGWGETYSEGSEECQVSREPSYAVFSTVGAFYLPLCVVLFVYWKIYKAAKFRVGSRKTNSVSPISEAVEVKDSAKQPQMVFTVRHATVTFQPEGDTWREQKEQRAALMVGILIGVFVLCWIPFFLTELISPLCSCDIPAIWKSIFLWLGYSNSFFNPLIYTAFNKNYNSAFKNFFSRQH
RTF Ca sens act – cardiac RTF calcium sensitivity activators, primary screen, biochemical, IANBD-TnC fluorescence, EC20 calcium; Troponin I, cardiac muscle (Homo sapiens) + Troponin T, cardiac muscle (Homo sapiens) + …; IANBD-labeled TnC RTF fluorescence at EC20 calcium; 0% EC20 calcium, 100% full calcium; activation, % at 7.2 µM; 0.24% of 340,000 active;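 active means activation above the mean over all tested compounds plus 3 SD, cut at about 30% in these data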;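 further: rise in fluorescence read as greater calcium sensitivity of cardiac thin filaments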
MOR-DOR inv ag – inverse agonists of MOR-DOR heterodimerization, primary screen, cell-based, luminescence; AID 504357, 2011; inhibition, % at 9.3 µM; Mu-type opioid receptor (Homo sapiens) + Delta-type opioid receptor (Homo sapiens), …; 0.21% of 340,000 active; cell-based MOR-DOR heterodimer luminescence, inverse agonism; in the data active means inhibition above about 22%, passing the limit was not always enough;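 further: 0% = cells with DMSO and 100% = wells without cells with DMSO; values of inactives mirror those of a sister screen read the other way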
CAL PDZ FP – untagged CAL PDZ binding inhibitors, primary screen, biochemical, fluorescence polarization, HTS. Golgi-associated PDZ and coiled-coil motif-containing protein (Homo sapiens), Q9HD26. purified CAL PDZ, TMR-peptide fluorescence polarization, 1 h. inhibition, % at 24.9 µM. 0.92% of 300,000 active;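 active means mean inhibition of at least 30% with at least half of replicates also reaching 30%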;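 further: 0% = DMSO neutral control and 100% = excess unlabeled competitor peptide PRC23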
Keap1-Nrf2 PPI – Keap1-Nrf2 protein-protein interaction inhibitors, primary screen, biochemical, fluorescence polarization, single point; Kelch-like ECH-associated protein 1 (Homo sapiens), Q14145; Keap1 Kelch-Nrf2 peptide fluorescence polarization, 1536-well; inhibition, % at 9.4 µM; 0.15% of 340,000 active; AID 504523, 2011; in the data active means inhibition above about 12%;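 further: human Keap1 Kelch domain with fluorescein labeled Nrf2 9mer peptide probe; 0% = neutral control wells and 100% = peptide positive control; higher means more block of Keap1 binding to Nrf2 peptide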
Target sequence (Q14145 whole entry, looked up, the tested form may be a part): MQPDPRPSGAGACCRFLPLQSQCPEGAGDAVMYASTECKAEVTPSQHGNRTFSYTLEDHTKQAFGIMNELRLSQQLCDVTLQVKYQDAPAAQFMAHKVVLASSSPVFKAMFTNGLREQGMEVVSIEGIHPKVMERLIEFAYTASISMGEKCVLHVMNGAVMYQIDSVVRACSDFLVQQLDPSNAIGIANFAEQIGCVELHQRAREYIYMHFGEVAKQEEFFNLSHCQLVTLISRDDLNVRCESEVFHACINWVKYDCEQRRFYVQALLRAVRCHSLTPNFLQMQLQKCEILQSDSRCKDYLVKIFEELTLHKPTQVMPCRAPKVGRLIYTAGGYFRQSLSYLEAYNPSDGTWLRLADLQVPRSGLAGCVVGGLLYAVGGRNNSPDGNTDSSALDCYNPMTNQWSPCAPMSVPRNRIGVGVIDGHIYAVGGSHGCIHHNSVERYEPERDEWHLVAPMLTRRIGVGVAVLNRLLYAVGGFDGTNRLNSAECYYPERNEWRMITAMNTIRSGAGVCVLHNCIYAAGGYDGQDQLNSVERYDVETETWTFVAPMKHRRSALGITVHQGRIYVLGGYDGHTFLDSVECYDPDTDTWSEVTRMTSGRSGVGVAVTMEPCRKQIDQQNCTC
MOR-DOR ag – agonists of OPRM1-OPRD1 heterodimerization, primary screen, cell-based, luminescence | Mu-type opioid receptor (Homo sapiens) + Delta-type opioid receptor (Homo sapiens), … | cells | activation, % at 9.3 µM | 0.3% of 340,000 active | AID 504326, 2011; in the data active means activation above about 18%;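 further: 0% = vehicle-treated cells and 100% = reference agonist; values of inactives mirror those of a sister screen read the other way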
HTR5A inv ctr – HTR5A inverse agonists in luminescence cell assay, primary screen, counter-screen for OPRM1-OPRD1 heterodimer inverse agonist project, full-deck HTS. HTR5A cell line, inverse agonism. inhibition, % at 9.3 µM. 0.083% of 340,000 active. 5-hydroxytryptamine receptor 5A (Homo sapiens), P47898; in the data active means inhibition mostly above about 23%, no sharp cut-off; inactive means mostly below about 18%;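 further: 0% = cells with DMSO and 100% = no-cell wells with DMSO; some compounds called inactive have numbers as strong as hits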
Cardiac RTF inh – cardiac RTF calcium sensitivity inhibitors, primary screen, biochemical, IANBD-TnC fluorescence, EC70 calcium. Troponin I, cardiac muscle (Homo sapiens) + Troponin T, cardiac muscle (Homo sapiens) + …. IANBD-labeled cardiac RTF, Ca2+ fluorescence. inhibition, % at 7.15 µM. 0.12% of 340,000 active. AID 493244, 2011;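 active means inhibition above the mean inhibition of all tested compounds plus 3 SD, cut at about 17% in these data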;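 further: assay run at fixed EC70 calcium of 1.6 mM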
V-ATPase pHluor – regulators of yeast V-ATPase proton pumping, primary screen, pHLuorin cytosolic pH fluorescence. S. cerevisiae. response, % at 10 µM. 0.37% of 350,000 active. AID 504577, 2011; in the data active means response mostly above about 7.3%, no sharp cut-off; inactive means mostly below about 5.4%; further: actives read high; inactives centre near 0; some compounds called inactive have numbers as strong as hits; reference of the scale not given here
An asterisk follows results filed as active; & = joins results of further samples.

O=C(Nc1ccccc1OC(F)F)c1ccc(Br)o1 was read as C-LANA FP -2.0, HTR5A ag 2, RTF Ca sens act -1, MOR-DOR inv ag 7, CAL PDZ FP -2, Keap1-Nrf2 PPI 3, MOR-DOR ag -1.4, HTR5A inv ctr -3, Cardiac RTF inh -7 and V-ATPase pHluor 3.
`CN(C)S(=O)(=O)c1ccc(N2CCCC2)c(C(=O)NC2(C)CCS(=O)(=O)C2)c1` (configuration not stated) gave C-LANA FP 0.1, HTR5A ag 4, RTF Ca sens act 1, MOR-DOR inv ag 6, CAL PDZ FP -2, Keap1-Nrf2 PPI 2, MOR-DOR ag -1.1, HTR5A inv ctr -9, Cardiac RTF inh -12 and V-ATPase pHluor 0.
Screening COc1ccc(N2CCN(C(=O)COC(=O)CCS(=O)(=O)c3ccc(C)cc3)CC2)cc1 returned C-LANA FP -1.3, HTR5A ag 3, RTF Ca sens act -6, MOR-DOR inv ag 9, CAL PDZ FP 0, Keap1-Nrf2 PPI 2, MOR-DOR ag -1.8, HTR5A inv ctr -5, Cardiac RTF inh -16 and V-ATPase pHluor 15*.
CC(=O)Nc1ccc(S(=O)(=O)Oc2ccc(Br)cc2C(=S)N2CCOCC2)cc1 was read as C-LANA FP 0.0, HTR5A ag 1, RTF Ca sens act 3, MOR-DOR inv ag 17, CAL PDZ FP -1, Keap1-Nrf2 PPI 3, MOR-DOR ag -3.2, HTR5A inv ctr -6, Cardiac RTF inh 1 and V-ATPase pHluor -1.
O=C1NC(=O)C(c2ccccc2)(c2ccccc2)N1 was read as C-LANA FP 1.0&1.5, HTR5A ag -2&0, RTF Ca sens act 4&-1, MOR-DOR inv ag 11&1, CAL PDZ FP -3&-2, Keap1-Nrf2 PPI -1&1, MOR-DOR ag -2.0&-0.2, HTR5A inv ctr 6&-2, Cardiac RTF inh 4&7 and V-ATPase pHluor -1&-1.
Screening O=C(COC(=O)CNC(=O)c1ccccc1)Nc1cccc(Br)c1 returned C-LANA FP 0.5, HTR5A ag -4, RTF Ca sens act 4, MOR-DOR inv ag 14, CAL PDZ FP -2, Keap1-Nrf2 PPI 2, MOR-DOR ag -2.7, HTR5A inv ctr 9, Cardiac RTF inh 4 and V-ATPase pHluor -2.
Screening COCCCNC(=S)N/N=C/c1ccc(N(C)C)cc1 returned C-LANA FP -0.2, HTR5A ag 2, RTF Ca sens act 4, MOR-DOR inv ag 2, Keap1-Nrf2 PPI 5, MOR-DOR ag -0.3, HTR5A inv ctr -3, Cardiac RTF inh -3 and V-ATPase pHluor -4.
Screening CCCOCCc1nnc(N)s1 returned C-LANA FP -0.5, HTR5A ag 1, RTF Ca sens act 3, MOR-DOR inv ag 8, CAL PDZ FP -7, Keap1-Nrf2 PPI -3, MOR-DOR ag -1.6, HTR5A inv ctr -2, Cardiac RTF inh -5 and V-ATPase pHluor -1.
`O=C(COc1ccccc1F)N1CCN(S(=O)(=O)/C=C/c2ccccc2)CC1` gave C-LANA FP -1.8, HTR5A ag -1, RTF Ca sens act 0, MOR-DOR inv ag 9, CAL PDZ FP 8, Keap1-Nrf2 PPI 1, MOR-DOR ag -1.7, HTR5A inv ctr 0, Cardiac RTF inh -1 and V-ATPase pHluor -4.
For CCOC(=O)c1cc2c(=O)n3ccccc3nc2n(CCOC)c1=NC(=O)c1c(-c2c(F)cccc2Cl)noc1C the results were C-LANA FP 0.9, HTR5A ag -3, RTF Ca sens act 17, MOR-DOR inv ag 7, CAL PDZ FP -1, Keap1-Nrf2 PPI -1, MOR-DOR ag -1.5, HTR5A inv ctr 9, Cardiac RTF inh -4 and V-ATPase pHluor -1.
COCCSc1nnc(NC(=O)CSc2ccccc2)s1 was read as C-LANA FP 1.4, HTR5A ag 5, RTF Ca sens act 3, MOR-DOR inv ag 15, CAL PDZ FP -2, Keap1-Nrf2 PPI -3, MOR-DOR ag -2.6, HTR5A inv ctr 14, Cardiac RTF inh 0 and V-ATPase pHluor 0.
Screening O=c1cc(-c2ccccc2)[nH]n2cnnc12 returned C-LANA FP -3.2, HTR5A ag 4, RTF Ca sens act -3, MOR-DOR inv ag 2, CAL PDZ FP 1, Keap1-Nrf2 PPI -4, MOR-DOR ag -0.4, HTR5A inv ctr -14, Cardiac RTF inh -5 and V-ATPase pHluor -1.
`O=c1/c(=C/c2cccc3ccccc23)sc2ncnn12` gave C-LANA FP 0.7, HTR5A ag -1, RTF Ca sens act 1, MOR-DOR inv ag 14, CAL PDZ FP -3, Keap1-Nrf2 PPI -7, MOR-DOR ag -2.7, HTR5A inv ctr 2, Cardiac RTF inh 0 and V-ATPase pHluor -1.
Screening COc1ccc(Nc2ncc(C#N)c(N)n2)c(OC)c1 returned C-LANA FP -1.5, HTR5A ag 0, RTF Ca sens act 3, MOR-DOR inv ag 0, Keap1-Nrf2 PPI -6, MOR-DOR ag 0.0, HTR5A inv ctr -20, Cardiac RTF inh -6 and V-ATPase pHluor -2.
`Cc1ccc(NS(=O)(=O)c2cccc3nsnc23)cc1[N+](=O)[O-]` gave C-LANA FP -0.1, HTR5A ag -5, RTF Ca sens act 2, MOR-DOR inv ag 2, CAL PDZ FP -1, Keap1-Nrf2 PPI 1, MOR-DOR ag -0.5, HTR5A inv ctr 17, Cardiac RTF inh -6 and V-ATPase pHluor -1.

Three entries drawn at random from the list so far, as already listed:
`O=c1/c(=C/c2cccc3ccccc23)sc2ncnn12` gave C-LANA FP 0.7, HTR5A ag -1, RTF Ca sens act 1, MOR-DOR inv ag 14, CAL PDZ FP -3, Keap1-Nrf2 PPI -7, MOR-DOR ag -2.7, HTR5A inv ctr 2, Cardiac RTF inh 0 and V-ATPase pHluor -1.
Screening COCCCNC(=S)N/N=C/c1ccc(N(C)C)cc1 returned C-LANA FP -0.2, HTR5A ag 2, RTF Ca sens act 4, MOR-DOR inv ag 2, Keap1-Nrf2 PPI 5, MOR-DOR ag -0.3, HTR5A inv ctr -3, Cardiac RTF inh -3 and V-ATPase pHluor -4.
O=C1NC(=O)C(c2ccccc2)(c2ccccc2)N1 was read as C-LANA FP 1.0&1.5, HTR5A ag -2&0, RTF Ca sens act 4&-1, MOR-DOR inv ag 11&1, CAL PDZ FP -3&-2, Keap1-Nrf2 PPI -1&1, MOR-DOR ag -2.0&-0.2, HTR5A inv ctr 6&-2, Cardiac RTF inh 4&7 and V-ATPase pHluor -1&-1.

Later entries.
CCC(C)(C(=O)Nc1ccc2c(c1)OCCO2)N(C(C)=O)c1ccc(C(N)=O)cc1 (configuration not stated) was read as C-LANA FP -0.9, HTR5A ag 0, RTF Ca sens act -3, MOR-DOR inv ag -7, CAL PDZ FP 4, Keap1-Nrf2 PPI -2, MOR-DOR ag 1.4, HTR5A inv ctr 6, Cardiac RTF inh 7 and V-ATPase pHluor 2.
`CCOc1ccc(CCNC(=O)COC(=O)c2cccc(N(C)C)c2)cc1OCC` gave C-LANA FP -1.6, HTR5A ag -2, RTF Ca sens act -3, MOR-DOR inv ag 17, Keap1-Nrf2 PPI -2, MOR-DOR ag -3.6, HTR5A inv ctr -8, Cardiac RTF inh 14 and V-ATPase pHluor 0.
O=C(COC(=O)C12CC3CC(CC(Cl)(C3)C1)C2)Nc1ccccc1 was read as C-LANA FP -0.3, HTR5A ag 3, RTF Ca sens act -1, MOR-DOR inv ag -38, CAL PDZ FP -7, Keap1-Nrf2 PPI -7, MOR-DOR ag 9.5, HTR5A inv ctr 1, Cardiac RTF inh -7 and V-ATPase pHluor 3.
For Cc1cc(C)n(CC(=O)NNC(=O)c2ccc(NC(=O)CC#N)cc2)n1 the results were C-LANA FP 0.2, HTR5A ag 5, RTF Ca sens act 5, MOR-DOR inv ag 11, Keap1-Nrf2 PPI -1, MOR-DOR ag -2.9, HTR5A inv ctr 6, Cardiac RTF inh -6 and V-ATPase pHluor 1.
`O=C(NCc1ccccn1)C1CCC(=O)N1C1CCCCC1` (configuration not stated) gave C-LANA FP 0.5, HTR5A ag -2, RTF Ca sens act 9, MOR-DOR inv ag 8, Keap1-Nrf2 PPI 8, MOR-DOR ag -1.3, HTR5A inv ctr 5, Cardiac RTF inh 1 and V-ATPase pHluor -3.
For CCC1=NN2C(=N)/C(=C/c3ccc(OS(=O)(=O)c4ccc(C)cc4)c(OC)c3)C(=O)N=C2S1 the results were C-LANA FP 1.0, HTR5A ag -1, RTF Ca sens act -8, MOR-DOR inv ag 8, CAL PDZ FP -1, Keap1-Nrf2 PPI 7, MOR-DOR ag -1.6, HTR5A inv ctr 8, Cardiac RTF inh 5 and V-ATPase pHluor 0.
CCOC(=O)c1cc(CC)sc1NC(=O)CC1SC(N)=NC1=O (configuration not stated) was read as C-LANA FP 0.6, HTR5A ag 1, RTF Ca sens act 0, MOR-DOR inv ag 7, CAL PDZ FP -1, Keap1-Nrf2 PPI 3, MOR-DOR ag -1.0, HTR5A inv ctr -1, Cardiac RTF inh 5 and V-ATPase pHluor -1.
O=C(NNC(=O)c1ccco1)Nc1ccccc1 was read as C-LANA FP -0.7, HTR5A ag 6, RTF Ca sens act 2, MOR-DOR inv ag 19, CAL PDZ FP -2, Keap1-Nrf2 PPI -3, MOR-DOR ag -3.5, HTR5A inv ctr -1, Cardiac RTF inh -2 and V-ATPase pHluor -5.
For CC(C)=C(NC(=O)c1ccccc1)C(=O)N1CCOCC1 the results were C-LANA FP 1.1, HTR5A ag 1, RTF Ca sens act 2, MOR-DOR inv ag -9, CAL PDZ FP 9, Keap1-Nrf2 PPI -2, MOR-DOR ag 1.5, HTR5A inv ctr -4, Cardiac RTF inh -2 and V-ATPase pHluor 0.
For Fc1ccc(-c2oncc2-c2nnnn2-c2ccccc2)cc1F the results were C-LANA FP 0.9, HTR5A ag -1, RTF Ca sens act 1, MOR-DOR inv ag 0, CAL PDZ FP -2, Keap1-Nrf2 PPI -1, MOR-DOR ag 0.0, HTR5A inv ctr -10, Cardiac RTF inh 3 and V-ATPase pHluor -1.
`CCOC(=O)N1CCC(Nc2c(NCCCN3CCN(C4CCCCC4)CC3)c(=O)c2=O)CC1` gave C-LANA FP 0.4, HTR5A ag 0, RTF Ca sens act 2, MOR-DOR inv ag 7, CAL PDZ FP 5, Keap1-Nrf2 PPI 0, MOR-DOR ag -1.0, HTR5A inv ctr 0, Cardiac RTF inh 2 and V-ATPase pHluor 0.
